S1P4 antag = S1P4 receptor antagonists, primary screen, cell-based | Sphingosine 1-phosphate receptor 4 (Homo sapiens), O95977 | inhibition, % at 4.98 µM | AID 1510, 2009 | S1P4-expressing cells, antagonist mode, reporter read-out | 220,000 compounds, 0.26% hits; in the data active = inhibition above about 29%;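 note: 0% = wells stimulated with agonist and 100% = vehicle wells without agonist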
NPY-Y1 PAM-ag = NPY-Y1 receptor potentiators or agonists, primary screen, cell-based. 220,000 compounds, 0.37% hits. activation, % at 3.6 µM. NPY-Y1 expressing cells, potentiator/agonist activation. AID 1304, 2008; in the data active = activation above about 33%, passing the limit was not always enough;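 note: cells stimulated with NPY at EC10 then isoproterenol at EC100; 0% = low agonist plus stimulus and 100% = saturating agonist plus stimulus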
RBBP9 inhibitor = human RBBP9 inhibitors, primary screen, biochemical, fluorescence polarization, FP-Rh probe, HTS. Serine hydrolase RBBP9 (Homo sapiens), O75884. recombinant RBBP9. inhibition, % at 7.94 µM. 220,000 compounds, 0.2% hits. AID 1515, 2009;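 active = inhibition above the campaign mean of all tested compounds plus 3 SD, cut at about 14% in these data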;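 note: plate controls were DMSO wells with RBBP9 for no effect and wells lacking RBBP9 protein for full effect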
Target sequence (O75884 whole entry, looked up): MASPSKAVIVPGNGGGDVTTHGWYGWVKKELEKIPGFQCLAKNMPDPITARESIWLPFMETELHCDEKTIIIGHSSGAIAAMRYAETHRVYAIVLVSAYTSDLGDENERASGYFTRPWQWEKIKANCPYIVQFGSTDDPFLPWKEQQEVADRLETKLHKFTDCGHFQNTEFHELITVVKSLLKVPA
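system = RBBP9 protein | input = RBBP9 at 2.5 µM in dispensed solution, before mixing | measured by = fluorescence polarization (mP), excitation 525 nm, emission 598 nm | incubation = enzyme-compound preincubation 30 min, then probe labeling 45 min, 25 °C | buffer or medium = Tris-NaCl-Pluronic buffer, pH 8.0 | compound = single dose 7.94 µM | also added = FP-Rh probe, 375 nM dispensing solution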
NPY Y1 blocker = NPY-Y1 receptor antagonists, primary screen, cell-based; Neuropeptide Y receptor type 1 (Homo sapiens), P25929; HEK293-CNG Y1 cells, membrane potential fluorescence; NPY at EC95, then isoproterenol; inhibition, % at 3.6 µM; 200,000 compounds, 1% hits;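 active = inhibition above the campaign mean inhibition of all tested compounds plus 3 SD, cut at about 20% in these data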;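 note: 0% = DMSO wells given NPY plus isoproterenol and 100% = isoproterenol alone without NPY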
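Assay system: HEK293 cells with Y1 receptor plus CNG channel | Probe or stimulus: NPY (25 nM), isoproterenol (1 µM), Ro 20-1724 (25 µM) | Timing: Compound incubation 1 h at room temperature, readout 45 min post-stimulation | Measured by: Membrane-potential fluorescent dye readout | Benchmarks: High control isoproterenol alone, low control NPY with isoproterenol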
S1P4 agonist = S1P4 receptor agonists, primary screen, cell-based | S1P4-expressing cell line, agonist reporter assay | activation, % at 4.98 µM | 220,000 compounds, 0.35% hits; in the data active = activation above about 11%;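 note: 0% = DMSO vehicle and 100% = reference agonist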
Ba/F3 V617F tox = reduced viability of JAK2V617F-dependent Ba/F3 cells, primary screen, JAK2V617F inhibitor project, cell-based, Ba/F3 EpoR-JAK2V617F, luminescence. ATP luminescence. inhibition, % at 5.6 µM. 220,000 compounds, 1.1% hits. AID 1446, 2008;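 active = inhibition above the campaign mean plus 3 SD over all tested compounds, cut at about 24% in these data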;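 note: cytokine-independent growth of Ba/F3 cells driven by EpoR plus mutant JAK2; 0% = DMSO-treated cells and 100% = JAK inhibitor I control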
Runt-CBFb FRET = inhibitors of RUNX1 Runt–CBFb binding, primary screen, biochemical, FRET, Cerulean-Runt, Venus-CBFb, uHTS; inhibition, % at 20 µM; Runt-related transcription factor 1 (Homo sapiens) + Core-binding factor subunit beta …; AID 1496, 2009; Cerulean-Runt/Venus-CBFb FRET ratio 530/480, 1 h; 220,000 compounds, 0.46% hits;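 active = inhibition over about 50% at 20 µM in the single-dose screen, limit read from the data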;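 note: 0% = DMSO wells and 100% = excess unlabeled CBFb competitor control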
Target sequence (Q01196 whole entry, looked up): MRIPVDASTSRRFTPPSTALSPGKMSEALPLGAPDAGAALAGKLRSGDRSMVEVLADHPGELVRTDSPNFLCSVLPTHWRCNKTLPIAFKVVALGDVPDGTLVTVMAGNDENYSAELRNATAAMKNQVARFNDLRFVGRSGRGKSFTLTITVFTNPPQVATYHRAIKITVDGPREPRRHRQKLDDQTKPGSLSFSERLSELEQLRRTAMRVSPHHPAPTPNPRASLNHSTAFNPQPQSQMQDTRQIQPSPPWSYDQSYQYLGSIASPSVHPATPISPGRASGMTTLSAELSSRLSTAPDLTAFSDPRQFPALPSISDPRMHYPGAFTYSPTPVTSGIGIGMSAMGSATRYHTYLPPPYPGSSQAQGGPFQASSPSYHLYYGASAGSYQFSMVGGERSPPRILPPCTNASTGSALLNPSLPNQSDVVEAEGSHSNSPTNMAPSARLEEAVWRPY
Target sequence (Q13951 whole entry, looked up): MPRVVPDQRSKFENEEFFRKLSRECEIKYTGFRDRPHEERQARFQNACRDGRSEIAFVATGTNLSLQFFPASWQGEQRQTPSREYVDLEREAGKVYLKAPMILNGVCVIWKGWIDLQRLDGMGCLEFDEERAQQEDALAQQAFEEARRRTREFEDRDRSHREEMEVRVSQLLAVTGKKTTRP
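Buffer or medium: Tris pH 7.5 buffer with BSA. Assay system: Cerulean-labeled Runt domain protein. Amount: each fluorescent fusion protein 100 nM. Read-out basis: loss of energy transfer signal. Incubation: 1 h compound exposure, room temperature. Probe or stimulus: Venus-CBFb binding partner, 100 nM. Detection: FRET, excitation 422 nm, emission at 530 and 480 nm.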
BaF3 parental = parental Ba/F3 cell viability inhibition, counter-screen for JAK2V617F inhibitor project, murine pro-B, CellTiter-Glo luminescence | CellTiter-Glo ATP luminescence | inhibition, % at 5.6 µM | 220,000 compounds, 1.1% hits | AID 1486, 2009;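 active = inhibition above a per-campaign cutoff, the mean inhibition of all tested compounds plus 3 SD, cut at about 27% in these data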;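 note: 0% = DMSO wells and 100% = JAK Inhibitor I control wells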
NPY2 pot ag = NPY-Y2 potentiators or agonists, primary screen, cell-based. Neuropeptide Y receptor type 2 (Homo sapiens), P49146. cells expressing NPY-Y2, potentiator/agonist read-out. activation, % at 3.6 µM. 220,000 compounds, 0.45% hits. AID 1359, 2008; in the data active = activation above about 27%;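 note: cells stimulated with NPY near EC25 plus isoproterenol at EC100; 0% = vehicle plus submaximal agonist and 100% = vehicle plus saturating agonist; some results beyond the cut were filed as inactive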
Starred values were filed as active, the others as inactive; nt = not tested or not shown.

SMILES | S1P4 antag | NPY-Y1 PAM-ag | RBBP9 inhibitor | NPY Y1 blocker | S1P4 agonist | Ba/F3 V617F tox | Runt-CBFb FRET | BaF3 parental | NPY2 pot ag
CC1CC2(C)Oc3ccccc3C3OCC1(CO)C(C)C32 (configuration not stated) | -12 | 6 | 5 | 13 | -2.4 | -1 | 0 | 2 | -10
COc1ccc(CN2C(=O)CSC2c2ccccn2)cc1 (configuration not stated) | -13 | 14 | -4 | nt | -0.3 | -3 | 3 | -1 | 21
CCC(=O)Nc1ccc(C(=O)Nc2ccc3c(c2)C(=O)N(CC2CCCO2)C3=O)cc1 (configuration not stated) | -3 | -1 | 3 | 1 | 1.3 | 6 | -3 | 4 | -6
Cc1nc(OCC(C)C)c2sc3nc4c(cc3c2n1)COC(C)(C)C4 | -1 | 22 | -7 | nt | 1.0 | -1 | -1 | 0 | 8
CC(C)c1ccc(N=C2NN=C(c3cccs3)CS2)cc1 | 6 | -12 | 1 | -3 | 0.2 | 1 | 2 | 5 | -11
COc1ccc(C2NCCc3c2[nH]c2ccccc32)cc1CN1CCc2cc(OC)c(OC)cc2C1C (configuration not stated) | 10 | -2 | -7 | nt | -2.2 | 10 | -3 | 5 | 2
CC(=O)c1c(C)[nH]c(C(=O)Nc2ccc3c(c2)OCCO3)c1C | -17 | -20 | -2 | 7 | 2.4 | 1 | 0 | 5 | -11
Cc1ccc2[nH]c3c(=S)nc[nH]c3c2c1 | -22 | -4 | -6 | -3 | 2.8 | -2 | 18 | 1 | -15
O=C(NCCC1=CCCCC1)C1COc2ccccc2O1 (configuration not stated) | -5 | 1 | -2 | 2 | -0.8 | -2 | 0 | 3 | 1
COc1ccc(S(=O)(=O)Cc2ccc(C(=O)NCc3cccnc3)o2)cc1 | -33 | 2 | -12 | 2 | 0.3 | -3 | 3 | 3 | 8
CCOc1cc(C(=O)Nc2ccccc2N2CCOCC2)ccc1OCC(=O)N1CCCCC1 | -2 | -11 | 0 | 5 | -0.7 | 10 | -1 | 13 | -16
COc1ccc(NC(=O)CSc2nc(O)cc(=O)n2-c2ccccc2OC)cc1 | -21 | -7 | -20 | -12 | -0.6 | -2 | -12 | 2 | 18

Part of the list above in order of SMILES length, smallest number first:
SMILES | S1P4 antag | NPY-Y1 PAM-ag | RBBP9 inhibitor | NPY Y1 blocker | S1P4 agonist | Ba/F3 V617F tox | Runt-CBFb FRET | BaF3 parental | NPY2 pot ag
Cc1ccc2[nH]c3c(=S)nc[nH]c3c2c1 | -22 | -4 | -6 | -3 | 2.8 | -2 | 18 | 1 | -15
CC(C)c1ccc(N=C2NN=C(c3cccs3)CS2)cc1 | 6 | -12 | 1 | -3 | 0.2 | 1 | 2 | 5 | -11
CCOc1cc(C(=O)Nc2ccccc2N2CCOCC2)ccc1OCC(=O)N1CCCCC1 | -2 | -11 | 0 | 5 | -0.7 | 10 | -1 | 13 | -16

Further compounds.
SMILES | S1P4 antag | NPY-Y1 PAM-ag | RBBP9 inhibitor | NPY Y1 blocker | S1P4 agonist | Ba/F3 V617F tox | Runt-CBFb FRET | BaF3 parental | NPY2 pot ag
C=CCOC(=O)C1=C[C@@H](c2cn(C(C)=O)c3ccccc23)C[C@@H](OCCCCO)O1 | -3 | 16 | 1 | 0 | -1.0 | 0 | -6 | -4 | 21
COc1cc(NC(=S)NCc2ccco2)cc(OC)c1OC | -20 | -12 | -7 | -2 | 2.4 | 1 | 7 | 7 | -1
CCOC(=O)c1oc2c(O)c(O)ccc2c(=O)c1-c1nncn1-c1ccccc1 | -17 | -9 | -7 | 0 | 3.0 | -2 | 5 | 2 | 15
CN(Cc1ccccc1)S(=O)(=O)c1ccc(S(=O)(=O)N2CCN(CCC#N)CC2)cc1 | -8 | -1 | 9 | -5 | 1.9 | -2 | nt | -1 | -12
NCCCNC(=O)c1cc2ccccc2[nH]1 | -13 | -2 | -5 | -2 | -1.6 | 1 | -2 | 3 | 5
COc1ccccc1CCN=C(N)NS(=O)(=O)c1ccc(C)cc1 | -2 | -12 | -5 | 4 | 2.0 | 2 | -2 | 5 | -4
Cc1c(NC(=O)C(C)Sc2n[nH]c(N)n2)c(=O)n(-c2ccccc2)n1C (configuration not stated) | -5 | -14 | -7 | 3 | 1.3 | 1 | -1 | 1 | -2
COCCOC(=O)c1c(C)n(C)c2ccc(OC(=O)c3cccs3)cc12 | 7 | -5 | -8 | 3 | -0.4 | 0 | -7 | 2 | 10
O=C(OCc1ccccc1)C1=NNC2C(=O)N(c3ccccc3)C(=O)C12 (configuration not stated) | -4 | -8 | 0 | -3 | 0.9 | 4 | 0 | 8 | -27
COCCCN1C(=O)C(=O)/C(=C(/O)c2ccc(OC(C)C)cc2)C1c1ccc(O)c(OC)c1 (configuration not stated) | -1 | 12 | -5 | 1 | -0.4 | -2 | 0 | 0 | -1
CCN(CC)CC#CC(O)(c1ccccc1)c1ccccc1 | -10 | 9 | -1 | 5 | 1.8 | -1 | nt | 8 | 1
CCC(CCC(=O)Nc1nncs1)C(=O)O (configuration not stated) | 6 | -23 | 2 | 3 | -1.9 | 1 | -1 | 9 | -4
Cc1ccc(NC(=O)COC(=O)CNC(=O)c2ccc(C)s2)cc1 | -7 | 5 | 0 | 2 | 0.8 | 0 | -2 | 8 | 4
Cc1sc(NC(=O)CSc2nnc(C)c(=O)[nH]2)c(C#N)c1C | -10 | -5 | 5 | -1 | 0.8 | -5 | 0 | 0 | 5
Cc1ccn2c(NC(=O)c3ccco3)c(-c3ccccc3)nc2c1 | -4 | -13 | 1 | 0 | 1.8 | -2 | 0 | 4 | -15
N#CC(C#N)=C1C(=O)N(CCN2CCOCC2)c2ccccc21 | 2 | -1 | 0 | nt | 0.4 | 0 | -1 | -3 | -14
CC1=C(C(=O)Nc2ccccn2)C(c2cccnc2)n2nnnc2N1 (configuration not stated) | 4 | 16 | -2 | 0 | -0.5 | 1 | 1 | 5 | -1
Cc1nc2ccccn2c1/C(O)=C1\C(=O)C(=O)N(CCCN(C)C)C1c1ccc(F)cc1 (configuration not stated) | -8 | 23 | -8 | -1 | 6.8 | -3 | nt | 1 | 17
Cc1ccc(S(=O)(=O)c2c(C)nn(-c3ccccc3)c2OC(=O)c2ccc(Br)o2)cc1 | -21 | 2 | -5 | -3 | 1.0 | 0 | 0 | 4 | 6
CC(=O)c1sc(C(C)(C)C)cc1NC(=O)/C=C/C(=O)O | 2 | 3 | -10 | nt | 0.1 | -3 | 0 | 4 | 17
NC1=NC(c2ccc(Cl)cc2)n2c(nc3ccccc32)N1 (configuration not stated) | 0 | 7 | -6 | -1 | -0.8 | -1 | 2 | 0 | -5
Cc1ccc(O)c(-c2cc(C(=O)NCc3ccncc3)[nH]n2)c1 | -18 | 2 | -3 | 0 | -1.7 | 2 | -1 | 2 | -3
CC(/C=C/c1ccccc1)=N\NC(=O)c1cc(C)[nH]n1 | -18 | -5 | -1 | 1 | -1.3 | 4 | 1 | 6 | 2
O=C(CSc1nnnn1C1CCCC1)Nc1cccc(NC(=O)c2ccco2)c1 | 10 | 13 | -3 | 2 | 1.3 | -7 | 0 | 2 | 11
O=C1CCCN1c1nccs1 | -1 | 12 | 4 | -1 | 1.1 | 2 | 0 | 9 | -3
CCOCCCNC(=O)Cn1cnc2sc(C)c(S(=O)(=O)N3CCN(c4ncccn4)CC3)c2c1=O | -8 | -1 | -4 | 6 | -0.8 | -2 | 1 | 1 | 6
S=C(NCc1ccco1)N1CCOCC1 | -3 | -17 | -9 | 1 | 1.0 | 0 | 27 | 4 | -13
CN(C)c1cccc(C(=O)OC(C(=O)Nc2ccc([N+](=O)[O-])cc2Br)c2ccccc2)c1 (configuration not stated) | -18 | -15 | -2 | -5 | 0.3 | 1 | 1 | 6 | -6
O=C(Nc1ccccc1C(=O)N1CCCC1)c1cccc(S(=O)(=O)N2CCCCCC2)c1 | -3 | 4 | 2 | 6 | -0.4 | 0 | 0 | 9 | -1
COc1cccc(CNC(=O)CCC2CCCN(C/C=C/c3ccccc3OC)C2)c1 (configuration not stated) | -6 | -29 | -2 | 12 | 0.0 | 6 | 0 | 3 | -37
CN(C(=O)c1ccc2c(c1)SC1=NS(=O)(=O)CCN12)C(c1ccccc1)c1ccccc1 | -26 | -21 | -9 | 37* | 1.1 | 15 | -5 | 14 | -20
O=C1CCC(=O)N1CCOP1(=O)COc2ccccc2OC1 | -20 | -7 | -8 | 3 | 1.3 | -1 | 0 | 7 | -4
CN1CCN(C2OC(=O)c3ccccc32)CC1 (configuration not stated) | -9 | -14 | -5 | 6 | 3.2 | -2 | 0 | 1 | 8
CN(C)C(=O)c1ccc(-c2cc(C(F)(F)F)nn2C)s1 | -1 | 17 | -4 | nt | 1.4 | 1 | 2 | 2 | 6
O=C(COC(=O)c1cc(S(=O)(=O)N2CCOCC2)ccc1O)NCCc1ccccc1 | -6 | -17 | -4 | -10 | 4.2 | 2 | 0 | 10 | -2
Cc1cc(C)n(-c2nc(NCCO)c3c4c(sc3n2)CCCC4)n1 | -30 | -36 | -6 | 7 | 3.2 | -1 | -1 | 6 | -5
COc1cc(CN2CCCC(CCC(=O)NCc3ccc(C)o3)C2)cc2c1OCO2 (configuration not stated) | 2 | 11 | -3 | 1 | -0.2 | 0 | 0 | 5 | -8
COc1cc(OC)cc(C(=O)Nc2nc3ccc(S(C)(=O)=O)cc3s2)c1 | -4 | 0 | -3 | -5 | 1.0 | 8 | -3 | 9 | -15
Cc1nc2nc(-c3ccco3)nn2c(C)c1Cl | -12 | 0 | -3 | 6 | 3.3 | 1 | 4 | 5 | -8
CC(=O)C1C(c2ccc(Cl)cc2)NC(=O)NC1(O)C(F)(F)F (configuration not stated) | 4 | 10 | -6 | 1 | -3.9 | 3 | -1 | 2 | -7
C=CCSc1nc2ccsc2c(=O)n1-c1ccccc1 | -6 | 1 | 5 | 3 | -0.2 | -4 | -1 | 1 | -2
CC(C)CC(=O)Nc1ccc(Nc2ccccc2)cc1 | -12 | -5 | -1 | -3 | 0.2 | -1 | 3 | 1 | 9
COCC(C)NS(=O)(=O)c1ccc(NC(=O)c2ccccn2)cc1 (configuration not stated) | -8 | 5 | -2 | nt | -0.1 | 4 | 2 | 5 | -9

Screening results deposited in PubChem BioAssay by several laboratories.
